# High-throughput results as filed in PubChem BioAssay.
# TcdB inh = inhibitors of Clostridioides difficile toxin B glycohydrolase; P18177; TcdB glycohydrolase enzymatic assay, plate reader; inhibition, % at 9.99 µM; 0.24% of 350,000 active; in the data active = inhibition above about 10%
# Target sequence (P18177 whole entry, looked up): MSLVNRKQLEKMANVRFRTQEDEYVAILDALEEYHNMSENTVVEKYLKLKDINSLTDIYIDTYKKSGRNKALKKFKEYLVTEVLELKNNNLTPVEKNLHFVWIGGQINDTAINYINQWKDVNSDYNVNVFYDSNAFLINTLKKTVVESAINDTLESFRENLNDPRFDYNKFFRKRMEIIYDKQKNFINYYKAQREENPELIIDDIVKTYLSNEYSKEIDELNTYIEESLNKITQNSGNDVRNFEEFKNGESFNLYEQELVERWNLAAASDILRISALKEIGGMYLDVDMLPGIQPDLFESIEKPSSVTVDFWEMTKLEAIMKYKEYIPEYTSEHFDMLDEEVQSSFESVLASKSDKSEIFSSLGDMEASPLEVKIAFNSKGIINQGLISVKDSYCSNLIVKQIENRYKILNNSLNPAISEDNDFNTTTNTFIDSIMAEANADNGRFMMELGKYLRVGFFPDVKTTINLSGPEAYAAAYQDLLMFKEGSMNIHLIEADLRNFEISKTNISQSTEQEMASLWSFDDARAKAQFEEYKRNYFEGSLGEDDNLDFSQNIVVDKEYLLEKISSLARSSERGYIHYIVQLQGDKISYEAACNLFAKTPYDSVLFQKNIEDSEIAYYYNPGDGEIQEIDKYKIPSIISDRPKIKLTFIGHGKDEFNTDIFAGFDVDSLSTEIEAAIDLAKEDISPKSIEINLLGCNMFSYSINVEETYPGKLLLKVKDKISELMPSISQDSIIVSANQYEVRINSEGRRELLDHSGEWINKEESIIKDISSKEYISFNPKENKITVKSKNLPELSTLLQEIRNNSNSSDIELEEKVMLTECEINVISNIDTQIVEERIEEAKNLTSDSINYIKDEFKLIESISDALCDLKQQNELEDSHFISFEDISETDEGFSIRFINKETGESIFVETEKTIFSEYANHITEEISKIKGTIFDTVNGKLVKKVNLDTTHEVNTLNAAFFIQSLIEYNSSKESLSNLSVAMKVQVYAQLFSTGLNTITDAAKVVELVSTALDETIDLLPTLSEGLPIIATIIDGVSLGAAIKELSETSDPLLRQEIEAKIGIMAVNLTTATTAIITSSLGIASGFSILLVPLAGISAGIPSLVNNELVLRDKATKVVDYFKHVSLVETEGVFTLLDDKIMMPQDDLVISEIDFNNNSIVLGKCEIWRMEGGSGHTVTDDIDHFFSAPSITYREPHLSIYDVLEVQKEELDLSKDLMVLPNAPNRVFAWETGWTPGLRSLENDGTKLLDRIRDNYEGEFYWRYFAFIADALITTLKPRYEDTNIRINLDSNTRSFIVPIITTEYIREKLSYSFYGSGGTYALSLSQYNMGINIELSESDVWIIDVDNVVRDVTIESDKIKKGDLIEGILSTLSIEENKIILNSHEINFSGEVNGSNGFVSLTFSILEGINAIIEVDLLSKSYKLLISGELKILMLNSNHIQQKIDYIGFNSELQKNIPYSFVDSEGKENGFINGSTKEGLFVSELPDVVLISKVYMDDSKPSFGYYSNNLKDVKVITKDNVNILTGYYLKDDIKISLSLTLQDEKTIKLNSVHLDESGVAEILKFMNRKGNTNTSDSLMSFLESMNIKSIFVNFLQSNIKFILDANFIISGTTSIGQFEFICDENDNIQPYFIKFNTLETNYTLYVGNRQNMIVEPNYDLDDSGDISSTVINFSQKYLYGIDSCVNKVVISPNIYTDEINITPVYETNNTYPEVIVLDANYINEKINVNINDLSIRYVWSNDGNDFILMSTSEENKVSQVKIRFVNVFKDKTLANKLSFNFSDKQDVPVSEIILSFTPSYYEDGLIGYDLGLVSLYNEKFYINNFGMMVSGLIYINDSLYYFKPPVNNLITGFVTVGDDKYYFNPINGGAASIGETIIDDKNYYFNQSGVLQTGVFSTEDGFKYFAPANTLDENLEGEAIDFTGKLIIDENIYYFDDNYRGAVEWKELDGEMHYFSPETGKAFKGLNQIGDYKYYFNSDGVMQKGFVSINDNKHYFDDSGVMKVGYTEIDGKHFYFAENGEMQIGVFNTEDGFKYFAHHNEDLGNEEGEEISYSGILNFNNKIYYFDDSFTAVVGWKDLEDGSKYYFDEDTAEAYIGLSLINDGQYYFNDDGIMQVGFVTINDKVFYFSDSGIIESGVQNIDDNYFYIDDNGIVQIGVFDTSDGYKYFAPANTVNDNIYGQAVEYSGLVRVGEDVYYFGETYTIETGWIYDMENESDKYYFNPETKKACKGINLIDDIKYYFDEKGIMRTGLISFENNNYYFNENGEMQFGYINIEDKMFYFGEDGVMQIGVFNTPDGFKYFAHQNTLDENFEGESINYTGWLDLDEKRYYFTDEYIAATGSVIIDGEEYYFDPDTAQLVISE
# Starred values were filed as active, the others as inactive; & = joins results of further samples. An excerpt; rates above refer to the full screens.
SMILES	TcdB inh
CN1CCN(C(=O)C[C@H]2CC[C@@H](NC(=O)Nc3ccccc3F)[C@@H](CO)O2)CC1	-0.1
N#C[C@@H]1N[C@@H](CO)[C@@H]1c1ccc(C#Cc2ccc(F)cc2)cc1	-1.9
C[C@@H]1CN([C@H](C)CO)C(=O)c2cc(C#CCc3ccccc3)cnc2O[C@@H]1CN(C)Cc1cccc(F)c1	0.6
Cc1cccc(-c2ccc([C@@H]3[C@@H](CO)N4C(=O)CN(C(=O)c5cccnc5)C[C@@H]34)cc2)c1	1.2
CC(C)NC(=O)Nc1ccc2c(c1)C(=O)N([C@@H](C)CO)C[C@@H](C)[C@@H](CN(C)S(=O)(=O)c1cccs1)OCCCC[C@H](C)O2	0.1
Cc1ccc(S(=O)(=O)N(C)C[C@@H]2OCCCC[C@H](C)Oc3ccc(NC(=O)Nc4ccc5c(c4)OCO5)cc3C(=O)N([C@@H](C)CO)C[C@H]2C)cc1	-0.6
CCNC(=O)Nc1ccc2c(c1)C(=O)N(C)[C@@H]1CC[C@H](CC(=O)NCC3CCCCC3)O[C@H]1CO2	0.3
C[C@@H]1CN([C@@H](C)CO)C(=O)c2cc(-c3ccncc3)cnc2O[C@H]1CN(C)S(=O)(=O)c1ccc(F)cc1	-1.2
O=C(N[C@H]1C=C[C@@H](CC(=O)N2CCOCC2)O[C@@H]1CO)c1cccc(F)c1	0.0
C[C@H](CO)N1C[C@H](C)[C@@H](CN(C)C(=O)Nc2ccccc2F)Oc2ncc(/C=C/c3ccccc3)cc2C1=O	-0.3
CO[C@H]1CN(C)C(=O)c2ccc(NS(=O)(=O)c3c(C)noc3C)cc2OC[C@@H](C)NC[C@H]1C	0.8
O=C(C[C@H]1CC[C@@H]2[C@H](COC[C@H](O)CN2S(=O)(=O)c2ccccc2)O1)NCCN1CCCC1	0.2
C[C@H](CO)N1C[C@H](C)[C@@H](CN(C)Cc2ccc(C(=O)O)cc2)Oc2c(NC(=O)C3CCCCC3)cccc2C1=O	-0.7
CC(=O)N(C)C[C@@H]1[C@@H](c2ccc(-c3ccc(F)cc3)cc2)[C@H](CO)N1C(C)=O	-0.2
COc1ccc(NC(=O)N(C)C[C@@H]2Oc3ccc(NS(=O)(=O)c4cn(C)cn4)cc3CC(=O)N([C@@H](C)CO)C[C@H]2C)cc1	0.0
C[C@@H]1CN([C@H](C)CO)C(=O)c2cc(C#CC3CCCC3)cnc2O[C@@H]1CN(C)C(=O)Nc1ccccc1	0.9
O=C(Nc1ccccc1)N1C[C@H]2[C@@H](c3ccccc31)[C@H](CO)N2C(=O)c1ccncc1	2.2
COc1ccc(NC(=O)Nc2cccc3c2O[C@H](CN(C)Cc2ccc(Oc4ccccc4)cc2)[C@H](C)CN([C@H](C)CO)C3=O)cc1	0.5
COc1ccc(-c2cnc3c(c2)C(=O)N([C@@H](C)CO)C[C@H](C)[C@H](CN(C)C(=O)Cc2ccncc2)O3)cc1	0.5
O=C(C[C@@H]1C=C[C@@H](NC(=O)c2ccccn2)[C@H](CO)O1)NCc1cc(F)cc(F)c1	2.3

# Individual results from above:
# Value of O=C(C[C@H]1CC[C@@H]2[C@H](COC[C@H](O)CN2S(=O)(=O)c2ccccc2)O1)NCCN1CCCC1 under TcdB inh: 0.2
# Value of C[C@H](CO)N1C[C@H](C)[C@@H](CN(C)C(=O)Nc2ccccc2F)Oc2ncc(/C=C/c3ccccc3)cc2C1=O under TcdB inh: -0.3
# Value of Cc1cccc(-c2ccc([C@@H]3[C@@H](CO)N4C(=O)CN(C(=O)c5cccnc5)C[C@@H]34)cc2)c1 under TcdB inh: 1.2
# Value of CN1CCN(C(=O)C[C@H]2CC[C@@H](NC(=O)Nc3ccccc3F)[C@@H](CO)O2)CC1 under TcdB inh: -0.1
# Value of COc1ccc(NC(=O)N(C)C[C@@H]2Oc3ccc(NS(=O)(=O)c4cn(C)cn4)cc3CC(=O)N([C@@H](C)CO)C[C@H]2C)cc1 under TcdB inh: 0.0
# Value of COc1ccc(NC(=O)Nc2cccc3c2O[C@H](CN(C)Cc2ccc(Oc4ccccc4)cc2)[C@H](C)CN([C@H](C)CO)C3=O)cc1 under TcdB inh: 0.5
# Value of C[C@@H]1CN([C@H](C)CO)C(=O)c2cc(C#CCc3ccccc3)cnc2O[C@@H]1CN(C)Cc1cccc(F)c1 under TcdB inh: 0.6

# The listing picks up; the 3 compounds before the break are reprinted first.
SMILES	TcdB inh
COc1ccc(NC(=O)Nc2cccc3c2O[C@H](CN(C)Cc2ccc(Oc4ccccc4)cc2)[C@H](C)CN([C@H](C)CO)C3=O)cc1	0.5
COc1ccc(-c2cnc3c(c2)C(=O)N([C@@H](C)CO)C[C@H](C)[C@H](CN(C)C(=O)Cc2ccncc2)O3)cc1	0.5
O=C(C[C@@H]1C=C[C@@H](NC(=O)c2ccccn2)[C@H](CO)O1)NCc1cc(F)cc(F)c1	2.3
O=C(C[C@@H]1CC[C@@H]2[C@H](COC[C@@H](O)CN2C(=O)Nc2ccccc2)O1)NCc1ccncn1	1.2
O=C(Cc1ccccn1)N1CC[C@@H]2[C@H]1c1cc(-c3cccc(F)c3)ccc1N[C@@H]2CO	-0.3
C[C@@H]1CN([C@H](C)CO)S(=O)(=O)c2ccc(C#Cc3ccncc3)cc2O[C@H]1CN(C)C(=O)c1ccncc1	-0.1
COCC(=O)N1[C@H](CO)[C@@H](c2ccc(-c3cccc(OC)c3)cc2)C12CN(C(C)=O)C2	-0.9
C[C@H](CO)N1C[C@H](C)[C@H](CN(C)C(=O)CCCN(C)C)OCCCC[C@H](C)Oc2ccc(NS(=O)(=O)c3ccc(Cl)cc3)cc2C1=O	-1.2
CN(C)C(=O)C[C@H]1C[C@H]2c3cc(NC(=O)c4ccc5c(c4)OCO5)ccc3O[C@H]2[C@H](CO)O1	0.7
O=C(NCCc1ccncc1)[C@@H]1[C@@H](CO)[C@@H]2Cn3c(ccc(-c4ccncc4)c3=O)[C@H]1N2	-9.4
CC(=O)N(C)C[C@@H]1Oc2ncc(C#Cc3ccccc3F)cc2C(=O)N([C@@H](C)CO)C[C@@H]1C	0.1
C[C@@H]1CN([C@@H](C)CO)C(=O)CCCn2cc(nn2)CO[C@H]1CN(C)C(=O)Nc1ccccc1C(F)(F)F	1.3&3.1
CCCNC(=O)N1CC2(CN(C(=O)C3CCCCC3)C2)c2c([nH]c3cc(OC)ccc23)[C@@H]1CO	-1.8
C[C@@H]1CCCCO[C@@H](CN(C)C(=O)C2CCCCC2)[C@@H](C)CN([C@H](C)CO)C(=O)c2cc(NS(=O)(=O)c3cccs3)ccc2O1	0.5
C[C@@H]1CN([C@@H](C)CO)C(=O)c2cc(NS(C)(=O)=O)ccc2O[C@@H](C)CCCCO[C@@H]1CN(C)C(=O)Nc1ccc2c(c1)OCO2	-0.6
O=C(NCC(F)(F)F)[C@H]1[C@H](CO)[C@H]2Cn3c(cccc3=O)[C@@H]1N2CCC(F)(F)F	-0.4
C[C@@H]1CN([C@H](C)CO)C(=O)c2cc(NC(=O)Cn3cnnn3)ccc2O[C@H]1CN(C)C(=O)Nc1ccc(F)cc1	0.3
CO[C@@H](C(=O)N(C)C[C@@H]1OCc2ccccc2-c2ccccc2C(=O)N([C@H](C)CO)C[C@@H]1C)c1ccccc1	1.7
CN1C(=O)c2cc(NC(=O)C3CCOCC3)ccc2OC[C@@H]2O[C@@H](CC(=O)NCc3ccc4c(c3)OCO4)CC[C@@H]21	-0.7
CC(C)NC(=O)N(C)C[C@@H]1Oc2ccc(NC(=O)Nc3ccc(F)cc3)cc2CC(=O)N([C@H](C)CO)C[C@H]1C	0.3
C[C@@H]1CN([C@H](C)CO)C(=O)c2cc(NS(=O)(=O)c3ccc(F)cc3)ccc2O[C@@H]1CN(C)Cc1ccc2c(c1)OCO2	0.9
C[C@H]1CN([C@@H](C)CO)C(=O)CCCn2cc(nn2)CO[C@H]1CN(C)C(=O)C1CCCCC1	0.7
O=C(C[C@H]1C[C@@H]2c3cc(NC(=O)Nc4ccc(C(F)(F)F)cc4)ccc3O[C@@H]2[C@@H](CO)O1)NCc1ccc(Cl)cc1	-0.8

# Going on with the list.
SMILES	TcdB inh
CCCNC(=O)N1[C@H](CO)[C@H](c2ccccc2C2=CCCCC2)[C@@H]1C#N	0.4
CC(C)C#Cc1cnc2c(c1)C(=O)N([C@H](C)CO)C[C@@H](C)[C@H](CN(C)C(=O)Nc1ccc(F)cc1)O2	-2.3
O=C(C[C@@H]1C=C[C@@H](NC(=O)CC2CC2)[C@H](CO)O1)NCc1ccc(Cl)cc1	-5.0
C[C@@H]1CCCCO[C@H](CN(C)C(=O)c2ccncc2)[C@@H](C)CN([C@@H](C)CO)C(=O)c2cc(NC(=O)c3ccccc3)ccc2O1	-2.8
CCC(=O)N[C@H]1CC[C@@H](CCNC(=O)Nc2ccc(F)cc2)O[C@@H]1CO	-0.3
CCNC(=O)C[C@H]1C=C[C@H](NC(=O)C2CCOCC2)[C@H](CO)O1	-0.2
C[C@@H]1CN([C@@H](C)CO)C(=O)c2cccc(NC(=O)Nc3ccccc3)c2O[C@@H]1CN(C)Cc1ccc(C(F)(F)F)cc1	0.2
CN(C)C(=O)c1ccc(-c2ccc(C3[C@@H]4CN(C(=O)CN5CCOCC5)C[C@H]3N4)cc2)cc1 (stereo partly specified)	0.9&0.4
O=C(NCC1CCCCC1)[C@@H]1[C@@H](CO)[C@@H]2Cn3c(ccc(-c4cccnc4)c3=O)[C@H]1N2	0.0
C[C@@H]1CN([C@H](C)CO)C(=O)Cc2cc(NS(C)(=O)=O)ccc2O[C@H]1CN(C)S(=O)(=O)c1cccs1	-0.4
CCNC(=O)[C@H]1[C@H](CO)[C@H]2Cn3c(ccc(-c4ccccc4F)c3=O)[C@H]2N1CC	-0.9
O=C([C@@H]1[C@@H](CO)[C@@H]2Cn3c(ccc(-c4cccc(F)c4)c3=O)[C@@H]2N1Cc1cocn1)N1CCCCC1	-1.1
COc1ccc2c3c([nH]c2c1)[C@@H](CO)N(C(=O)c1ccccc1)CC31CCN(C(=O)CC2CC2)CC1	2.9
CN1c2ccc(-c3cccc(C#N)c3)cc2[C@H]2[C@H](CCN2C(=O)C2CC2)[C@@H]1CO	0.2
C[C@@H]1CN([C@H](C)CO)C(=O)Cc2cc(NC(=O)Nc3cccc4ccccc34)ccc2O[C@H]1CN(C)C(=O)Nc1ccccc1	0.2
O=C(O)C[C@H]1C[C@@H]2c3cc(NC(=O)C4CCC4)ccc3O[C@@H]2[C@@H](CO)O1	0.4
NCC[C@H]1CC[C@@H](NS(=O)(=O)Cc2ccccc2)[C@@H](CO)O1	1.2
CC(C)NC(=O)N(C)C[C@H]1Oc2ccc(NC(=O)Nc3ccc(C(F)(F)F)cc3)cc2CC(=O)N([C@@H](C)CO)C[C@H]1C	-0.5
O=C(Cc1ccccc1)N1C[C@@H]2[C@H](c3ccccc31)[C@@H](CO)N2C(=O)Cc1ccccc1	-1.4
CCCNC(=O)N1CC2(CCN(C(=O)CC3CC3)CC2)c2c(n(C)c3cc(OC)ccc23)[C@H]1CO	0.0

# The listing continues.
SMILES	TcdB inh
Cc1noc(C)c1NC(=O)N(C)C[C@@H]1Oc2ccc(NC(=O)Nc3ccc4c(c3)OCO4)cc2C(=O)N([C@@H](C)CO)C[C@@H]1C	-0.7
C[C@H]1CN([C@@H](C)CO)C(=O)c2cc(-c3ccc(C(=O)N(C)C)cc3)cnc2O[C@H]1CN(C)C(=O)c1ccncc1	-3.9
Cc1ccc(S(=O)(=O)Nc2ccc3c(c2)C(=O)N([C@@H](C)CO)C[C@H](C)[C@H](CN(C)Cc2ccc(-c4ccccc4)cc2)O3)cc1	-0.1
C[C@H](CO)N1C[C@H](C)[C@@H](CN(C)C(=O)Nc2ccc(F)cc2)Oc2c(NC(=O)C3CCOCC3)cccc2C1=O	0.2
O=C(C1CCC1)N1CCCCN2[C@@H](CO)[C@@H](c3ccc(-c4ccncc4)cc3)[C@@H]2C1	-0.1
C[C@H]1CCCCO[C@@H](CN(C)C(=O)c2ccccc2)[C@@H](C)CN([C@@H](C)CO)C(=O)c2cc(NC(=O)c3ccncc3)ccc2O1	-6.1
COc1ccc(NC(=O)N2CC[C@@H]3[C@H]2c2cc(Br)ccc2N(C)[C@H]3CO)cc1	-0.1
COc1ccc(S(=O)(=O)N(C)C[C@H]2OCCCC[C@H](C)Oc3ccc(NS(=O)(=O)c4ccc(F)cc4)cc3C(=O)N([C@@H](C)CO)C[C@@H]2C)cc1	0.5
O=C(c1cnccn1)N1CC(=O)N2[C@@H](CO)[C@@H](c3ccc(-c4cccc(F)c4)cc3)[C@@H]2C1	-0.3
O=C(NCc1cccc(F)c1)[C@H]1[C@H](CO)[C@H]2Cn3c(cccc3=O)[C@@H]1N2	-0.4
Cc1ccc(-c2ccc([C@H]3[C@@H](CO)N4CCCCN(S(=O)(=O)c5cccc(C)c5)C[C@@H]34)cc2)cc1	-0.2
N#Cc1cccc(-c2ccc([C@H]3[C@@H](CO)N[C@@H]3CNC(=O)C3CCC3)cc2)c1	-0.1
CC(C)NC(=O)N(C)C[C@@H]1Oc2ccc(NS(=O)(=O)c3cn(C)cn3)cc2CC(=O)N([C@@H](C)CO)C[C@H]1C	0.5
CCCC#Cc1ccc2c(c1)O[C@H](CN(C)C(=O)Nc1ccccc1F)[C@@H](C)CN([C@@H](C)CO)S2(=O)=O	0.0
C[C@H](O)C#Cc1ccc2c(c1)O[C@@H](CN(C)Cc1ccccn1)[C@H](C)CN([C@@H](C)CO)S2(=O)=O	-0.3
O=C(C[C@H]1CC[C@@H]2[C@H](COC[C@H](O)CN2C(=O)Nc2ccccc2)O1)NCCCN1CCOCC1	0.6
O=C(C[C@@H]1CC[C@H]2[C@@H](COC[C@H](O)CN2Cc2ccccc2)O1)NCCCN1CCOCC1	-0.3
CCCN1[C@H](C(=O)N[C@H](C)c2ccccc2)[C@@H](CO)[C@@H]2Cn3c(ccc(-c4cccc(F)c4)c3=O)[C@@H]21	-1.0
O=C(Nc1ccccc1Cl)N1C[C@@H]2[C@H](c3ccccc31)[C@@H](CO)N2Cc1ccccc1	-0.2
CCS(=O)(=O)Nc1ccc2c(c1)C(=O)N(C)C[C@H](OC)[C@@H](C)CN[C@H](C)CO2	0.8
C[C@@H]1CN([C@@H](C)CO)C(=O)c2cc(NS(=O)(=O)c3ccc(Cl)cc3)ccc2O[C@H]1CN(C)Cc1ccc2c(c1)OCO2	-0.4
CO[C@H]1CN(C)C(=O)c2cc(NC(=O)c3cnccn3)ccc2OC[C@@H](C)N(C(C)=O)C[C@H]1C	0.6
CNC[C@H]1Oc2cc(C#Cc3ccccc3OC)ccc2S(=O)(=O)N([C@@H](C)CO)C[C@@H]1C	2.3
